# Imprint erasure: qHTS Assay for Compounds that Induce Erasure of Genomic Imprints. Potency, µM (series often up to 60.7 µM), without a hit: at the top dose activity change, positive = activation, hits mostly activators. hit rate 0.02% among 110,000. mouse ES Peg3-LacZ reporter, beta-gal luminescence, 40 h;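 further: 0% = negative control wells on the plate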
#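 Readout: BetaGlo luminescence (5 min, room temp) for LacZ from the normally silent maternal Peg3 allele in female Peg3LacZ-Neo ES cells. Cells 300/well, 40 h, 37C, 5% CO2. Data normalized per plate to negative controls.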
# p53ts 39C kill: qHTS Screen for Compounds that Selectively Target Cancer Cells with p53 Mutations: Cytotoxicity of p53ts Cells at the Nonpermissive Temperature | H1299-p53A138V viability at 39C, ATP luminescence, 24 h | Potency, µM (highest dose often 46.1 µM), without a hit: at the highest dose activity change, negative = cell killing, usual class: cytotoxic | hit rate 1.5% among 130,000; further: nearly all actives have a fitted effect of over 55% in size
# p53ts 32C kill: qHTS Screen for Compounds that Selectively Target Cancer Cells with p53 Mutations: Cytotoxicity of p53ts Cells at the Permissive Temperature; H1299-p53A138V at 32C, ATP luminescence viability, 24 h; Potency, µM (highest dose often 46.1 µM), for inactives: at the highest dose activity change, negative = cytotoxicity, most hits filed as cytotoxic; hit rate 0.93% among 130,000;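 further: 0% = DMSO and -100% = full killing by reference compound; nearly all actives have a fitted effect of over 55% in size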
#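 Viability by ATPlite luminescence after 24 h compound treatment (up to 46 uM) at the permissive 32C. Cells are H1299 carrying p53 A138V. Scale runs from DMSO basal to 100 uM tamoxifen as full kill; AC50 from Hill fits.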
# IkB sig inh: IkB Signaling | ABC-DLBCL IkBa-CBG/CBR dual luciferase ratio, 4 h; response scale: scaled: untreated 0%, proteasome inhibitor 100% | Potency, µM (series often up to 57.1 µM), inactives show top-dose IkBa stabilization activation | hit rate 0.04% among 110,000 | AID 445, 2006; active means well fitted curve in the direction sought with a large enough effect in the signal ratio, not every such curve was filed as active; inconclusive means small, poorly fitted or top-dose-only effect, or a change in a side signal; the % refers to the signal ratio;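 further: the direction sought is a rising ratio; 0% = basal untreated cells and 100% = reference inhibitor full response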
#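 In this assay, an IκBα–CBG68 fusion accumulates when IKK-driven degradation is blocked; native CBR normalizes for cell number. OCI-Ly3 cells were treated 4 h with compound and doxycycline, then green and red light read after Chroma-Glo addition.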
# Starred values were filed as active, the others as inactive; ? = inconclusive; nt = no result given; [ ] = another dose, or the depositor's remark. Unless noted, the call rests on the fitted dose curve; in most records, active means well fitted curve in the direction sought with a large enough effect; inconclusive means small, poorly fitted or top-dose-only effect, or another doubt; inactive means no such curve, though single readings can be large; an effect the other way counts as inactive or inconclusive. Unless noted, on the % scale 0 is the no-effect control and ±100 the full control effect; potency means the concentration at half of the fitted maximal effect.
SMILES,Imprint erasure,p53ts 39C kill,p53ts 32C kill,IkB sig inh
COc1ccc(C2CC(=O)N(CC(=O)Nc3ccc(C(C)=O)cc3)c3ccccc3S2)cc1OC (stereo not drawn),-9%[10.9 µM],-53%,?,?
O=C(NCCCN1CCN(c2cccc(Cl)c2)CC1)c1cnn(-c2ccc(F)cc2)c1-n1cccc1,-10%[10.9 µM],2.5µM*,?,2.6%
CN1C(=O)c2cccc3c(S(=O)(=O)Nc4cccc(C(=O)O)c4)ccc1c23,-3%[10.9 µM],23%,3%,?
O=C(NCc1ccco1)c1nc2c(nnn2Cc2ccccc2Cl)c(=O)[nH]1,nt,-4%,9%,nt
CCn1c(=O)cc(SCC(=O)NCc2ccc3c(c2)OCO3)c2ccccc21,-11%,-6%,-12%,3.3%
CCC(Sc1ncnc2sc3c(c12)CCCC3)C(=O)OC(C)C (stereo not drawn),-8%[10.9 µM],-2%,-5%,?
N#CCCn1c(=O)c(-c2ccccc2)nc2cnc(OCc3ccccc3)nc21,nt,-9%,-12%,0.5%[11.4 µM]
C=C(C)CSc1nnc(CCNC(=O)OC(C)(C)C)o1,-3%,5%,6%,0.2%
COc1ccc(C(C)=O)cc1COC(=O)c1cnc(C)cn1,16µM*,3%,3%,-3.5%
Cc1cc(C)n(C(CC(=O)O)C(=O)O)n1 (stereo not drawn),-2%,7%,1%,-1.0%
CC1Cc2ccccc2N1C(=O)c1cc2c(=O)n3ccccc3nc2n1C (stereo not drawn),-8%,1%,4%,-1.2%
O=C(Cn1ncc2c(Cl)cccc21)NCc1cccc(F)c1,12%[10.9 µM],-13%,9%,0.1%
CC(=O)c1cccc(-n2c(=O)c3c4c(sc3n(Cc3cccc(C)c3)c2=O)CN(C(C)=O)CC4)c1,-15%[10.9 µM],-2%,8%,0.5%
CN(C(=O)c1cnc(N2CCOCC2)c2ccccc12)c1ccccc1F,?,-32%,-2%,0.1%
COc1ccc(NC(=O)C(C)n2nc(-c3ccc(C)c(C)c3)ccc2=O)cc1OC (stereo not drawn),-5%[10.9 µM],-1%,-8%,-1.4%
O=C(CSc1ncc2c(n1)-c1ccccc1N(Cc1ccc(Cl)cc1)S2(=O)=O)c1ccc(Cl)cc1,-13%[10.9 µM],-3%,9%,1.3%
CS(=O)(=O)N(CC(=O)NCc1ccc(Cl)cc1)C1CCCCC1,nt,-5%,11%,nt
CC1CCN(CCCNC(=O)C2CCN(S(=O)(=O)N3CCCCC3)CC2)CC1,-9%,-10%,-2%,0.6%
O=C(CSc1nc(-c2ccco2)cc(C(F)(F)F)n1)N1CCN(c2ccc(Cl)cc2)CC1,nt,4%,-3%,nt
CCC(Sc1nc2cc3c(cc2c(=O)n1CCCC(=O)NCc1ccc2c(c1)OCO2)OCO3)C(=O)NCCCOC (stereo not drawn),?,-27%,4%,2.2%
Cc1cccnc1NC(=O)c1c(O)c2cccc3c2n(c1=O)CCC3,nt,0%,-14%,4.2%
COc1cc(C(CC(=O)Nc2ccc(Br)cn2)N2Cc3ccccc3C2=O)cc(OC)c1OC (stereo not drawn),-4%[10.9 µM],5%,5%,-0.4%
N#Cc1nc(Cc2cccc3ccccc23)oc1NCc1ccc(F)cc1,-8%,6%,5%,-2.0%
Cc1cccc(-c2nc3scc(CCNC(=O)c4ccc(Br)o4)n3n2)c1,-3%[10.9 µM],4%,3%,?
COc1ccc(CCNC(=O)c2cc(C)nc3c2c(C)nn3-c2ccccc2)cc1OC,18%[10.9 µM],-4%,4%,0.8%
SMILES,Imprint erasure,p53ts 39C kill,p53ts 32C kill,IkB sig inh
COC(=O)Cn1c2[n+](c3ccccc31)CC(O)CS2 (stereo not drawn),nt,25%,2%,nt
CCCN1C(=O)CN(C2CCCCC2)C(=O)C1c1ccc(OC)c(OC)c1 (stereo not drawn),-5%[10.9 µM],-18%,-1%,-1.7%
CC(=O)Nc1ccc(S(=O)(=O)NCC2CCC(C(=O)NCc3ccccc3Cl)CC2)cc1 (stereo not drawn),-11%[10.9 µM],-20%,-11%,?
O=C(C1CCCN(S(=O)(=O)c2cccc3nonc23)C1)N1CCN(c2ccccc2Cl)CC1 (stereo not drawn),-6%[10.9 µM],-17%,1%,?
O/N=C1\CCC\C1=C/c1ccco1,-7%,6%,-1%,2.4%
COc1cccc(C(=O)Nc2nnc(S(=O)(=O)N3CCCc4ccccc43)s2)c1,-6%[10.9 µM],-17%,0%,?
COc1ccccc1N1CCN(CCNC(=O)Nc2cccc(C)c2C)CC1,-10%,-10%,7%,?
COc1cc(C2c3c(-c4ccccc4O)n[nH]c3C(=O)N2CCO)ccc1OCC(C)C (stereo not drawn),7%[10.9 µM],-21%,3%,?
O=C(c1ccco1)N1CCN(C(c2cccs2)c2sc3ncnn3c2O)CC1 (stereo not drawn),-15%,19%,-5%,?
COCCN(C(=O)c1csnn1)C(C(=O)NC(C)(C)C)c1cccc(OC)c1 (stereo not drawn),-1%,9%,-3%,0.1%
COc1ccc(C(=O)c2no[n+]([O-])c2C(=O)c2ccc(OC)cc2)cc1,-44%[inhibitor],?,?,?
O=c1cc(-c2c(F)c(F)c(F)c(F)c2F)oc2c(F)c(F)c(F)c(F)c12,-32%[inhibitor],?,?,?
CCOC(=O)C1CCN(S(=O)(=O)c2cc(Br)cc3c2N(C(C)=O)C(C)C3)CC1 (stereo not drawn),-16%,-3%,5%,1.4%
COc1ccc(-n2nc(C(=O)NCC(=O)NCC3CCCO3)c3ccccc3c2=O)c(OC)c1 (stereo not drawn),0%,0%,1%,-0.9%
Cc1cc(C)n2nc(SCC(=O)c3cc(C)n(-c4cc(C)on4)c3C)nc2n1,-20%,-12%,10%,3.2%
O=C1c2[nH]nc(-c3ccccc3O)c2C(c2ccc(F)cc2)N1CCO (stereo not drawn),-9%[10.9 µM],-1%,2%,?
Cn1c(COc2ccc(Cl)cc2)nnc1SCC(=O)NC1CCCCC1,-6%,-16%,2%,1.0%
O=C(O)c1ccc(NCc2nc3ccccc3n2CCOc2ccccc2Cl)cc1,-6%[10.9 µM],1%,-6%,17%
Cc1ccc(S(=O)(=O)NCCOCCNS(=O)(=O)c2ccc(C)cc2)cc1,-5%,-1%,8%,0.1%
COc1ccc(C(=O)Nc2ccccc2)cc1S(=O)(=O)Nc1cc(C)on1,-20%,2%,1%,7.0%
O=C1c2ccccc2C(Cc2ccnc(F)c2)(Cc2ccnc(F)c2)c2ccccc21,-19%,-2%,8%,nt
CCC(=O)Nc1nnc(C)s1,nt,-3%,?,nt
COc1ccc(NC(=O)C(NS(=O)(=O)c2ccc3c(c2)CCCN3C(C)=O)C(C)C)c(OC)c1 (stereo not drawn),-6%,3%,-5%,1.0%
O=C1CN(C(=O)CC2c3ccccc3-c3ccccc32)CC(=O)N1,4%,10%,-1%,-0.4%
Cc1cc(C)n(-c2nc(-c3cccc(Cl)c3)cs2)n1,-1%,-17%,-19%,-3.0%
SMILES,Imprint erasure,p53ts 39C kill,p53ts 32C kill,IkB sig inh
Cn1cc(C(=O)c2ccc(F)cc2)cc1-c1nc2ccccc2n1C,-19%,-3%,-4%,?
COc1cccc(NC(=O)C2CCN(S(=O)(=O)c3cc(-c4noc(C)n4)ccc3C)CC2)c1,-12%[10.9 µM],-16%,5%,2.9%
Cc1ccccc1NC(=O)C(=O)NCC(c1ccc2c(c1)OCO2)N1CCN(c2ccccc2)CC1 (stereo not drawn),-7%[10.9 µM],-17%,1%,?
c1cc(-n2cnnn2)ccc1NC1=NCCC1,-1%,-8%,4%,-1.0%
COC(=O)c1ccc(C(NC(=O)OCc2ccccc2)/C(=C/[C@@H](C)C(=O)NCC2CC2)c2cccnc2)cc1 (stereo partly drawn),-12%,15%,8%,nt
COc1ccc(NC(=O)N(CCN2CCCC2)Cc2cc3cc(OC)c(OC)cc3[nH]c2=O)cc1,5%,11%,0%,?
Cc1ccc(N2C(=O)c3n[nH]c(C)c3C2c2ccco2)cc1 (stereo not drawn),-4%,?,?,2.3%
O=S(=O)(CCN1CCN(C(c2ccccc2)c2ccccc2)CC1)C(F)(F)F,-70%[inhibitor],-10%,7%,?
CCNCC(O)COCC(O)CNCC (stereo not drawn),-6%,-11%,1%,1.1%
Cc1cc(C)nc(SCCc2ccncc2)n1,-7%,6%,12%,-2.6%
CCCCCCn1c(NCC)nc2c1c(=O)n(C)c(=O)n2C,-11%,-15%,-3%,3.7%
Cc1ccc(CNCc2ccc3c(c2)n(C)c(=O)n3C)cc1,-10%[10.9 µM],16%,-13%,-0.5%
Cc1ccc(NC(=O)CSc2nccn2Cc2ccco2)cc1Cl,-9%[10.9 µM],?,3%,?
Cc1cc(C)nc(N(C#N)Cc2ccccc2Cl)n1,-10%,-9%,6%,1.2%
Cc1ccc(-n2c3c(cc(-c4nc(-c5ccc(Cl)cc5)cs4)c2=O)C(=O)CC(C)(C)C3)cc1,6%[10.9 µM],35%[activator],14%,1.0%
COc1ccc2nc(NC(=O)CSc3nnc4n3C(C)(C)Cc3ccccc3-4)sc2c1,nt,7%,-3%,5.5%
CC(=O)c1cccc(NS(=O)(=O)c2cc(-c3onc(C)c3C)ccc2C)c1,?,-27%,20%,?
CCC1(C)Cc2ccccc2-c2nc(NCCO)n(-c3ccccc3)c(=O)c21 (stereo not drawn),nt,13%,-4%,nt
CCC(Oc1ccccc1)C(=O)Nc1cccc(OCc2cc(=O)n3cccc(C)c3n2)c1 (stereo not drawn),-7%[10.9 µM],1%,16%,?
CN(Cc1ccco1)c1cc(-c2ccc3c(c2)OCO3)ncn1,-55%[inhibitor],?,?,-1.0%[11.4 µM]
CCc1ccccc1NS(=O)(=O)c1ccc(OC)c2ncccc12,-17%[10.9 µM],-14%,13%,?
CCN(CC)CCCN(Cc1cc2cc(OC)ccc2[nH]c1=O)C(=O)Nc1ccc(F)cc1,nt,4%,9%,2.4%
Cc1ccsc1CN1CCc2nc(N3CCN(c4ccccc4F)CC3)ncc2C1,-11%[10.9 µM],-11%,1%,?

# High-throughput results deposited in PubChem by National Center for Advancing Translational Sciences (NCATS).
